High-throughput results (PubChem BioAssay)
TRPML3 agonist: activates the human TRPML3 channel; AID 1448; hit rate 0.29% among 220,000; activation, % at 3 µM; HEK293 TRPML3-YFP, Fluo-8 calcium fluorescence; 100% = the carbachol control signal; Q8TDD5;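 active = activation above its plate's cutoff, the mean activation of the plate's test wells plus 3 SD, cut at about 12% in these data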;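 note: 0% = DMSO only wells and 100% = carbachol wells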
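Material: TRPML3-YFP stable HEK293 cells | Dosing: One concentration, 3 µM nominal, 0.3% DMSO | Timing: 125 s total fluorescence read per well | Technique: Fluo-8 calcium dye fluorescence, ex 470-495, em 515-575 nm | Measure: Percent activation from peak-to-basal fluorescence ratio, scaled between DMSO and carbachol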
EP2 mod: EP2 receptor (human) modulation. P43116. EP2-expressing cells, cAMP HTRF FRET, PGE2 co-stimulation. induction, % at 25 µM. hit rate 0.83% among 260,000. AID 940;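 active = compounds whose cAMP rise, as percent of the full-agonist control response, exceeds 60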;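 note: rat C6 glioma line stably carrying human EP2 under a CMV promoter; the protocol text gives 20 µM as final concentration; 100% = response of wells given 1 µM PGE2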
Ba/F3 V617F tox: reduce viability of Ba/F3 cells dependent on JAK2V617F; Ba/F3 EpoR-JAK2V617F viability, ATP luminescence; hit rate 1.1% among 220,000; inhibition, % at 5.6 µM;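 active = inhibition above the campaign mean plus 3 SD over all tested compounds, cut at about 24% in these data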;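 note: cytokine-independent growth of Ba/F3 cells driven by EpoR plus mutant JAK2; 0% = DMSO-treated cells and 100% = JAK inhibitor I control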
TRPN1 ag: activates the zebrafish TRPN1 channel; HEK293 zebrafish TRPN1-YFP, Fluo-8 calcium fluorescence; 100% = response to 87 µM carbachol; activation, % at 3 µM; hit rate 0.18% among 220,000; AID 1424;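 active = activation above its plate's cutoff, the mean activation of test wells on that plate plus 3 SD, cut at about 19% in these data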;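 note: 0% = DMSO alone and 100% = 87 µM carbachol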
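Control set: carbachol 87 µM as high control, DMSO as low control; system: HEK293 stable line with zebrafish TRPN1-YFP; read-out: % activation versus carbachol response; detection: intracellular calcium fluorescence with Fluo-8; doses: single test compound dose, 3 µM nominal, 0.3% DMSO; schedule: dye 1 h 37 °C plus 30 min RT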
m-calpain inh: blocks pig calpain II enzyme activity; purified calpain II, fluorogenic peptide substrate, 30 min; inhibition, % at 16 µM; hit rate 0.37% among 220,000; AID 1236;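 active = inhibition above about 50%, limit read from the data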
BaF3 tox: reduces parental Ba/F3 cell viability, JAK2V617F counter-screen | CellTiter-Glo ATP luminescence | inhibition, % at 5.6 µM | hit rate 1.1% among 220,000;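 active = inhibition above a per-campaign cutoff, the mean inhibition of all tested compounds plus 3 SD, cut at about 27% in these data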;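 note: 0% = DMSO wells and 100% = JAK Inhibitor I control wells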
S1P4 agonist: human S1P4 receptor agonism | O95977 | S1P4-expressing cell line, agonist reporter assay | activation, % at 4.98 µM | hit rate 0.35% among 220,000 | AID 1509; in the data active = activation above about 11%;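 note: 0% = DMSO vehicle and 100% = reference agonist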
S1P4 antag: antagonists of human S1P4 receptor; S1P4-expressing cells, antagonist mode, reporter read-out; inhibition, % at 4.98 µM; hit rate 0.26% among 220,000; AID 1510; in the data active = inhibition above about 29%;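 note: 0% = wells stimulated with agonist and 100% = vehicle wells without agonist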
PERK inhibitor: human PERK inhibition, primary cell-based screen; CHO PERK-DD fusion, SEAP luminescence translation reporter; hit rate 0.17% among 220,000; AID 1416; inhibition, % at 5.6 µM; Q9NZJ5;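 active = inhibition above the mean inhibition of all tested compounds plus 3 SD, set separately per screening campaign, cut at about 2.9% in these data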;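 note: PERK kinase domain activated by AP20187 dimerizer at 100 nM; 0% = DMSO with dimerizer and 100% = rapamycin at 8.4 µM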
Target sequence (Q9NZJ5 whole entry, looked up, the tested form may be a part): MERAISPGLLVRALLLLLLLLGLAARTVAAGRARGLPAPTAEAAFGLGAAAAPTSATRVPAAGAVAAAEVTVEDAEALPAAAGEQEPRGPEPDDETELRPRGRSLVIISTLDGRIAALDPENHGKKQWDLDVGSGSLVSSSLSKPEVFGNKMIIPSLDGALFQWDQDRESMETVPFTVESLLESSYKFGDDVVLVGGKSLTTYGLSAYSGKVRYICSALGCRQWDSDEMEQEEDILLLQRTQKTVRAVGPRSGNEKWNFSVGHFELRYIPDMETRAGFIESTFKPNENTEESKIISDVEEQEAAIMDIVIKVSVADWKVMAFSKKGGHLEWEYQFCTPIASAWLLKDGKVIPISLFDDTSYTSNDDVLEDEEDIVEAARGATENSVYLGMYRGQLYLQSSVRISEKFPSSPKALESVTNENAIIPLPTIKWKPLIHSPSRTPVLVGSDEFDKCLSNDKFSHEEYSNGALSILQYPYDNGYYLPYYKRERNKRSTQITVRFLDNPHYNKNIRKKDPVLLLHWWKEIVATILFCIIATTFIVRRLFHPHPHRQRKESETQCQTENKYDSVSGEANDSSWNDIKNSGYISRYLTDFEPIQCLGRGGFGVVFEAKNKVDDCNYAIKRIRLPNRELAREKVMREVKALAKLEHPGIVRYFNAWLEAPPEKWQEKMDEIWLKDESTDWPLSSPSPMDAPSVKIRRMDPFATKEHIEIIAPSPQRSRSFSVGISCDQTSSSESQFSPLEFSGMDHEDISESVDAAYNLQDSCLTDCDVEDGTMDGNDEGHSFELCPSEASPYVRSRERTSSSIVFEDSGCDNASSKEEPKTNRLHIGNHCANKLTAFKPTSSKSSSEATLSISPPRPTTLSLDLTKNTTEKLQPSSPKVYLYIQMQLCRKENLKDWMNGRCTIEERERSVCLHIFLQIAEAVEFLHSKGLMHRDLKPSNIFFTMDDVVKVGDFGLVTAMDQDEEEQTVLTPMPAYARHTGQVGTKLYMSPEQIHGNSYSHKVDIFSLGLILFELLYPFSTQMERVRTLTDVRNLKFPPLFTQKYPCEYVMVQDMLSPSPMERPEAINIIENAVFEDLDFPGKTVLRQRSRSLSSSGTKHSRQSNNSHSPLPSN
* = called active by the depositor; nt = not tested or not shown; & = joins results of further samples. Outcome played no part in choosing rows; 3.6% or so of the library scored in one or more.

Value order – m-calpain inh, EP2 mod, TRPN1 ag, S1P4 antag, BaF3 tox, PERK inhibitor, Ba/F3 V617F tox, TRPML3 agonist, S1P4 agonist
Cc1ccc(C(=O)N2CCN(c3ccc(Cl)cc3)CC2)cc1
 : -1, -13, 0.3, 1, 1, 0.9, -3, 0.0, 1.5
COC(=O)c1ccc(/C=N/n2cnnc2)cc1
 : -31, -12, 0.3, -5, 6, 1.5, 5, -0.4, 0.3
COc1nnc(-c2ccc(N3CCCCC3)c(N)c2)c2ccccc12
 : nt, nt, -0.8, -10, 46*, -1.3, 37*, -0.7, 0.4
CC(C)CC(/C(O)=C(\C#N)c1nc2ccccc2[nH]1)N1C(=O)c2ccccc2C1=O (centres undefined)
 : -76, -15, 0.2, -7, 8, -1.1, 6, -0.8, -0.6
Cn1cccc1C1C(C#N)=C(N)OC2=C1C(=O)CCC2 (centres undefined)
 : 2, -14, 2.5, 12, -1, 2.2, -5, 1.9, -0.5
COc1ccc(CCN(Cc2ccccn2)C(=S)Nc2cccc(SC)c2)cc1OC
 : 25, -22, 0.6, 10, 7, 0.2, 2, -0.4, -0.7
Cc1ccccc1Oc1ncnc2oc(-c3ccccc3)cc12
 : 8, 24, 0.3, -10, 11, 1.2, 3, -0.3, -0.3
CN(C)/C=C(/C(=O)c1ccc(Cl)cc1)S(=O)(=O)c1ccc(Cl)cc1
 : -23, 11, -0.7, -9, -1, 0.9, -5, -0.6, 3.8
Cc1nccn1CC(=O)N/N=C/c1ccccc1O
 : -161, 9, 0.2, -6, 4, 0.9, -3, 0.1, -2.4
O=C(CCSCc1ccccc1)Nc1ccc2c(c1)OCCO2
 : 23, -43, 6.7, -18, 4, -0.4, 3, 2.3, 1.7
COc1ccc(-c2n(Cc3ccccc3)c3ccccc3[n+]2Cc2ccccc2)cc1
 : -3, 15, -1.4, 4, 74*, -0.4, 96*, 0.6, 0.7
CCc1ccc(CN(C)CC(=O)Nc2ccc3c(c2)CCC3)cc1
 : 21, -79, -1.1, -17, 12, -0.4, 1, 0.2, 0.3
CCCCC(=O)OCCNC(=O)c1cc2ccccc2oc1=O
 : -31, 16, 0.2, -14, 2, 0.5, -1, -0.2, 2.0
COc1ccc(CCN2C(=O)C3C4CC(C5C(C(=O)O)=NOC45)C3C2=O)cc1OC (centres undefined)
 : -43, 24, 0.2, -9, 3, -0.1, 2, 0.9, 1.4
CCCN1CCC(=NNc2ccc(S(=O)(=O)N3CCOCC3)cc2[N+](=O)[O-])CC1
 : 5, -9, 0.2, -12, 8, 1.0, 2, 0.3, -0.8
O=C(Nc1cccc(Cl)c1)OC1CCCCc2cccnc21 (centres undefined)
 : 1, -60, -2.4, 5, -3, -1.1, -3, -0.5, 0.5
CCCCCn1c(SCC(=O)CC(=O)OCC)nc2cc(C(=O)N3CCC(C(N)=O)CC3)ccc2c1=O
 : -14, -8, -1.3, -12, 8, 0.7, 0, 0.1, 4.2
CCCc1nnc2c(N(C)S(=O)(=O)c3ccccc3)nc3ccccc3n12
 : -4, -4, 1.5, -21, 6, 0.9, -3, 0.8, 2.1
CCOc1ccc(C2OC(=O)Cc3cc(OC)c(OC)cc32)cc1 (centres undefined)
 : -36, 2, -1.7, -5, -6, 1.7, 0, 0.3, 2.0
CC(C)C(=O)N=C1SC2CS(=O)(=O)CC2N1Cc1ccccc1 (centres undefined)
 : 24, -2, 2.0, -4, 6, -0.2, 3, 0.4, 0.0
Cc1cccc(-n2c(O)c(C=Nc3ccccc3N)c(=O)[nH]c2=O)c1
 : 24, 27, 2.1, 4, 4, 0.3, 0, 0.3, -0.1
COc1ccc(C)cc1NC(=O)c1nnn(CCc2ccccc2)c1N
 : -50, -9, -0.5, -11, 2, 0.1, 0, -0.2, -1.4
O=C(NNC(=O)C1CC1c1ccccc1)Nc1ccccc1 (centres undefined)
 : 1, 19, 0.2, -1, 16, -0.1, 2, 0.9, 1.6
CC1=NN(c2ccccc2)C(=O)/C1=C/C=C/c1ccccc1
 : -40, -76, 1.8, 9, 5, 0.6, -5, 0.5, -1.8
O=C(N/N=C/c1ccc(Br)s1)c1cccs1
 : -4, 17, -1.3, 4, -5, 0.4, -1, -0.1, 0.3
CCC1(CC)C(=O)N(C)C(=O)NC1=Nc1ccccc1
 : -34, 25, 1.7, 4, 6, 1.3, 0, 0.3, -1.4
CCOC(=O)c1cnn(-c2ccccc2)c1NC(=O)c1ccc(C)cc1
 : -5, 29, -1.6, 2, 4, -0.6, 0, 0.5, 0.3
COC(=O)c1ccccc1CON1C(=O)C(C)(C)N(OCc2ccccc2C(=O)OC)C(=O)C1(C)C
 : -12, 6, -2.1, 2, 0, -0.6, -2, -1.8, 3.4
COc1ccnc(Oc2cccc(C(F)(F)F)c2)c1C(=O)N/C=N/OCc1ccccc1F
 : -11, -5, 3.1, 8, 9, 0.5, 3, 2.8, 0.3
COc1cccc2cc(C(C)=O)oc12
 : -8, 4, 0.5, 0, 4, 0.2, -1, 0.6, -0.3

Entries listed so far that contain a halogen, in the order listed:
Value order – m-calpain inh, EP2 mod, TRPN1 ag, S1P4 antag, BaF3 tox, PERK inhibitor, Ba/F3 V617F tox, TRPML3 agonist, S1P4 agonist
Cc1ccc(C(=O)N2CCN(c3ccc(Cl)cc3)CC2)cc1
 : -1, -13, 0.3, 1, 1, 0.9, -3, 0.0, 1.5
CN(C)/C=C(/C(=O)c1ccc(Cl)cc1)S(=O)(=O)c1ccc(Cl)cc1
 : -23, 11, -0.7, -9, -1, 0.9, -5, -0.6, 3.8
O=C(Nc1cccc(Cl)c1)OC1CCCCc2cccnc21 (centres undefined)
 : 1, -60, -2.4, 5, -3, -1.1, -3, -0.5, 0.5
O=C(N/N=C/c1ccc(Br)s1)c1cccs1
 : -4, 17, -1.3, 4, -5, 0.4, -1, -0.1, 0.3
COc1ccnc(Oc2cccc(C(F)(F)F)c2)c1C(=O)N/C=N/OCc1ccccc1F
 : -11, -5, 3.1, 8, 9, 0.5, 3, 2.8, 0.3

More structures follow:
Value order – m-calpain inh, EP2 mod, TRPN1 ag, S1P4 antag, BaF3 tox, PERK inhibitor, Ba/F3 V617F tox, TRPML3 agonist, S1P4 agonist
COc1ccc(S(=O)(=O)N2CCC(O)(c3ccc(Cl)cc3)CC2)cc1
 : 41, -41, 4.9, 5, 4, 0.5, 0, 1.5, -1.4
COc1ccc(NC(=O)O/N=C/c2ccccc2Cl)cc1
 : -15, -17, -0.9, -9, 0, 1.7, -3, -1.0, 0.3
O=C(N/N=C/c1ccc(O)c(O)c1)c1ccc(CSc2cccc3cccnc23)cc1
 : -41, -22, 0.1, 3, 27*, -1.0, 62*, 0.0, -3.0
CN1Cc2cc(C(=O)c3cc(Cl)cc(CSc4ncccn4)c3O)cnc2NC1=O
 : 3, 2, 1.1, 8, 75*, 0.8, 71*, 1.0, 1.1
COc1cccc(/C=N/n2c(-c3cc(C)[nH]n3)n[nH]c2=S)c1
 : 13, -12, -0.5, 5, -3, 0.1, -3, 0.3, 1.6
CCC(=O)N1CCN(c2ccccc2NC(=O)c2cccc(C)c2)CC1
 : -2, 3, -1.0, -10, 8, -0.2, 0, -1.2, -0.3
O=C(O)C1CCCN1C(=O)Oc1ccccc1 (centres undefined)
 : 10, 18, 0.5, -36, 5, 0.3, -4, 0.0, 1.6
O=C(O)C1CC(=O)N(c2ccc(OCc3ccc(Cl)cc3Cl)cc2)C1 (centres undefined)
 : -6, 1, 0.3, 3, 6, 0.3, -1, 0.9, -0.8
COc1cccc(CCC(=O)O)c1OC
 : -27, 29, 1.9, 2, 1, 1.0, 1, 0.4, 0.4
CN(C(=O)CSc1nc2cc(C(=O)O)ccc2c(=O)n1Cc1ccccc1)C1CCS(=O)(=O)C1 (centres undefined)
 : -34, 24, 1.9, -1, 7, 0.5, 4, 0.6, -0.1
COc1ccc(NC(=S)N(CCN2CCOCC2)Cc2cc3cc4c(cc3[nH]c2=O)OCO4)cc1
 : -48, -5, 0.1, -7, 2, 0.2, 2, 0.9, -1.3
Cn1c(C(=O)NCc2ccccn2)cc2c(=O)n(C)c3ccccc3c21
 : -24, -9, 1.1, -18, 3, 0.6, -4, 0.2, 1.5
CCc1ccccc1NNC(=O)c1cc(C)on1
 : -9, -11, 1.7, -2, -1, -1.3, 0, 1.0, -0.8
Cc1cccc2cc(CN(C(=O)c3cccc([N+](=O)[O-])c3)C(C)C)c(=O)[nH]c12
 : 35, -36, 1.4, 24, 2, -0.2, 4, 0.6, 0.5
COc1ccc(CC(=O)Nc2c3c(nn2-c2cccc(Cl)c2)CS(=O)C3)cc1 (centres undefined)
 : 4, 7, 0.3, -7, 2, 0.0, -2, 0.2, -1.0
Cc1ccc(CSCCNS(C)(=O)=O)cc1
 : -95, -12, -0.2, -3, 8, 1.8, 0, 0.7, 0.0
COc1ccc(NC(=O)c2sc(NC(=O)COc3ccccc3)nc2C)cc1
 : 16, -13&-5, 2.0, -8, 3, 0.1, -2, 0.6, 2.2
O=C(CN(CC1CCCO1)C(=O)CCC(=O)Nc1ccccn1)NCc1ccccc1 (centres undefined)
 : -13, 35, -0.5, -13, 0, 0.9, -5, 0.3, 0.2
Cc1ccc(S(=O)(=O)N2CCOCC2)cc1NC(=O)CSc1nnnn1C
 : 11, 7, 1.8, -10, 5, -0.8, 2, 0.1, 1.6
COC(CNC(=O)CNC(=S)N(Cc1ccccc1)Cc1cccnc1)OC
 : -14, -5, 0.9, -20, 6, 0.3, 0, 0.3, 1.3
Cc1cc(C)c(N(C(=O)c2csnn2)C(C(=O)NC(C)(C)C)c2ccncc2)c(C)c1 (centres undefined)
 : 17, -1, -0.2, -4, 7, 0.1, 6, -0.6, 0.0
CCC(=O)N1CCc2cc(OC)c(OC)cc2C1COc1ccccc1OC (centres undefined)
 : -1, 28, -1.8, -12, -1, -0.5, -3, 0.4, 0.1
CCn1c(=O)n(CC)c2cc(S(=O)(=O)N3CCCCC3)c(C)cc21
 : 21, 18, 1.2, 3, 3, -0.7, 6, 1.5, 1.3
CCCCOc1ccc(CNC(=O)NS(=O)(=O)c2ccc(OCC)cc2)cc1
 : 20, 53, 1.5, 1, 4, 0.3, 4, 0.0, -0.5
Nc1nc(SCC(=O)N2CCCC2)[nH]c(=O)c1NC(=O)c1ccco1
 : -15, 15, 0.6, -16, 4, 0.4, -1, -0.3, -1.0
C/C(=N\OC(=O)c1ccc(Cl)cc1)c1sc(-c2ccccc2)nc1C
 : -7, 15, 0.9, -10, 1, 1.5, -1, 0.4, 1.5
O=C1CN(C(=O)CCN2CCOCC2)C(c2ccccc2)c2cc(Br)ccc2N1 (centres undefined)
 : 0, 13, 0.1, -11, 0, -1.2, -3, -0.5, 3.1
NC1=NC(c2cn(-c3ccccc3)nc2-c2cccs2)n2c(nc3ccccc32)N1 (centres undefined)
 : -231, 15, -0.4, -7, 2, -0.5, -4, 0.5, 0.3
COc1ccc(CC(=O)Nc2ccc3c(C)cc(=O)oc3c2)cc1OC
 : -55, -14, 0.5, -3, 6, -0.6, -1, 0.1, -0.1
O=C(CSc1nnc(-c2cccnc2)n1-c1ccccc1)NCc1ccc2c(c1)OCO2
 : -40, 18, -0.4, 12, 5, -1.2, 2, 0.1, 0.3
COC(=O)CSc1ccnc2cc(Cl)ccc12
 : 3, 11, 0.9, 14, 3, 0.3, 1, 0.2, 0.7
